# Screening results deposited in PubChem BioAssay by several laboratories.
# CAL PDZ FP-1: human CAL PDZ-peptide interaction inhibition; Q9HD26; purified CAL PDZ, TMR-peptide fluorescence polarization, 1 h; inhibition, % at 20 µM; 0.02% of 330,000 active; AID 504414;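 active = highest replicate inhibition of at least 40%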;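 note: plate controls were DMSO neutral control wells for no effect and unlabeled competitor peptide control wells for full effect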
#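 System: purified tagged CAL PDZ domain construct (CerCALP). Schedule: 1 h incubation at room temperature before polarization reading. Medium: 25 mM sodium phosphate pH 7.4, 150 mM NaCl, TCEP, IgG, Thesit. Read-out: percent inhibition from loss of millipolarization. Measured by: FP readout, S and P plane fluorescence. Probe or stimulus: fluorescent TMR peptide probe.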
# Keap1 Nrf2 FP: Keap1-Nrf2 (human) interaction inhibition; Keap1 Kelch-Nrf2 peptide fluorescence polarization, 1536-well; AID 504523; inhibition, % at 9.4 µM; Q14145; 0.15% of 340,000 active; in the data active = inhibition above about 12%;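 note: human Keap1 Kelch domain with fluorescein labeled Nrf2 9mer peptide probe; 0% = neutral control wells and 100% = peptide positive control; higher means more block of Keap1 binding to Nrf2 peptide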
# NSD2 HMT inh: NSD2 (human) methyltransferase inhibition | NSD2 peptide methylation, AlphaScreen, 120 min | AID 743445 | inhibition, % at 12.5 µM | 0.54% of 310,000 active; in the data active = inhibition above about 50%
# DAGLB inh: diacylglycerol lipase beta (human) inhibition. Q8NCG7. HEK293T DAGLB membrane lysate, EnzChek fluorogenic substrate. 0.059% of 340,000 active. inhibition, % at 5.17 µM; in the data active = inhibition above about 34%;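 note: 0% = enzyme with vehicle and 100% = wells lacking enzyme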
# Arrestin-AP2 inh: inhibitors of human beta-arrestin and AP2 interaction | 0.31% of 340,000 active | inhibition, % at 10 µM | FITC-arrestin peptide / GST-AP2 beads, flow cytometry; AP2 beta2 appendage carries R879A mutation;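 active = inhibition above a set limit, near 3 SD of compounds lacking own fluorescence, cut at about 54% in these data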;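 note: plate controls were DMSO wells for no effect and 5 µM unlabelled arrestin peptide for full effect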
#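 Measured by: flow cytometry, FL1 (488/535 nm); Material: AP2 appendage R879A on GSH beads; Evaluation: percent response; Timing: pre-incubation 12 min, peptide binding 1 h, room temperature; Also added: 50 nM FITC-arrestin peptide; Medium: PBS with 0.05% Tween 20 and 0.1% BSA.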
# LANA DNA inh: KSHV C-LANA DNA binding inhibition; MBP-C-LANA/FAM-LBS DNA binding, fluorescence polarization; inhibition, % at 9 µM; 0.078% of 340,000 active; AID 504423;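 active = highest replicate inhibition at or above 60% at 9 µM, even if other replicates fall short; inactive = all replicates below 60% inhibition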;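 note: 0% = neutral control wells and 100% = 4 µM acridine orange control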
# CAL PDZ FP-2: blocks peptide binding to the human CAL PDZ domain; purified CAL PDZ, TMR-peptide fluorescence polarization, 1 h; inhibition, % at 24.9 µM; AID 602252; 0.92% of 300,000 active; Q9HD26;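 active = mean inhibition of at least 30% with at least half of replicates also reaching 30%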;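 note: 0% = DMSO neutral control and 100% = excess unlabeled competitor peptide PRC23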
# V-ATPase pHluor: alters yeast V-ATPase proton transport; S. cerevisiae, pHLuorin cytosolic pH fluorescence; response, % at 10 µM; 0.37% of 350,000 active; in the data active = response mostly above about 7.3%, no sharp cut-off; inactive = mostly below about 5.4%; note: actives read high; inactives centre near 0; some compounds called inactive have numbers as strong as hits; reference of the scale not given here
# DSG3 Ab inh: human desmoglein-3 autoantibody binding inhibition; DSG3-coupled beads, scFv-anti-DSG3-GFP binding, flow cytometry; active compounds read low; binding (percent of control), % at 10 µM; 0.48% of 310,000 active; AID 588358;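 active = binding more than 3 SD below its plate's average and above zero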;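 note: hits lower antibody fragment binding to DSG3; some compounds called inactive have numbers as strong as hits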
# Target sequence (P32926 whole entry, looked up, the tested form may be a part): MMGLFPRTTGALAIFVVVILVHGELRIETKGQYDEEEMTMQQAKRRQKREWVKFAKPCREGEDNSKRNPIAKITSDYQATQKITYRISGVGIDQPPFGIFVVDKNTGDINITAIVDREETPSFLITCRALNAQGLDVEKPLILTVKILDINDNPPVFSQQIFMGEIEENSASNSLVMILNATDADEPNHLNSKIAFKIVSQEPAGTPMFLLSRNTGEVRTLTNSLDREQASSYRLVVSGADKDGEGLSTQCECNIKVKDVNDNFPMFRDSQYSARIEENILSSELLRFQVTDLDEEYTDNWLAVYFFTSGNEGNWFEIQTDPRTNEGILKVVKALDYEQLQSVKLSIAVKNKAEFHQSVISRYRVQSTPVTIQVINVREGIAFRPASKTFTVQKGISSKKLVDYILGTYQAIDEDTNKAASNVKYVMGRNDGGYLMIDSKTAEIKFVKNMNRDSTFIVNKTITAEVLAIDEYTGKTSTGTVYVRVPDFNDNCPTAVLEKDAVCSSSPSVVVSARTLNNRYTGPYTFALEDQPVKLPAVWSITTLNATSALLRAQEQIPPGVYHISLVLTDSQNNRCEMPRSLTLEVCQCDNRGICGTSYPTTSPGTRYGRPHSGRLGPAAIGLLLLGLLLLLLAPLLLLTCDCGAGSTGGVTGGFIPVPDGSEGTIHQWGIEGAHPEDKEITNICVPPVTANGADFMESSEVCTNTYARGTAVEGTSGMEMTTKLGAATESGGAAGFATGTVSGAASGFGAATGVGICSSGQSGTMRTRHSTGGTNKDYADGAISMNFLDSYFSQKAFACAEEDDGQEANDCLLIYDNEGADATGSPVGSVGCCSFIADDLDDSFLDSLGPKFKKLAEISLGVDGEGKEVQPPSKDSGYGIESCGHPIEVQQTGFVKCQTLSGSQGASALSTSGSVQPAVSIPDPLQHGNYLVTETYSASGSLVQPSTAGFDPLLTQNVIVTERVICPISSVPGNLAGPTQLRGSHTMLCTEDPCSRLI
# RTF Ca sens inh: cardiac RTF calcium desensitization; P19429+P45379; IANBD-labeled cardiac RTF, Ca2+ fluorescence; inhibition, % at 7.15 µM; 0.12% of 340,000 active; AID 493244;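 active = inhibition above the mean inhibition of all tested compounds plus 3 SD, cut at about 17% in these data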;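 note: assay run at fixed EC70 calcium of 1.6 mM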
# * = called active by the depositor; x = not tested or not shown. Not all compounds are listed; the hit share may differ from the screen's.
molecule	CAL PDZ FP-1	Keap1 Nrf2 FP	NSD2 HMT inh	DAGLB inh	Arrestin-AP2 inh	LANA DNA inh	CAL PDZ FP-2	V-ATPase pHluor	DSG3 Ab inh	RTF Ca sens inh
CCOC(=O)c1c(S(=O)(=O)Nc2ccc(C)c(F)c2)c(C)n(C)c1C	0.0	-7	8	0	2	2.9	-2	1	x	-6
Cc1ccc(SCC(=O)NC(=O)NC2CCCC2)c(C)c1	-0.1	3	6	-2	64*	-0.7	1	1	114	-22
Cc1cccc(C)c1NC(=O)C(C)Sc1nnc(C)n1CC1CCCO1 (stereo not given)	-2.1	-1	-1	0	-15	3.0	-2	1	102	0
COc1cccc(-c2nc(-c3ccc(Br)o3)no2)c1	-2.5	1	-1	-12	7	-2.0	-6	1	93	-5
CC(C)c1ccc(-c2c(C#N)c(N)nc(SCC(=O)N3CCCCC3)c2C#N)cc1	-2.7	-2	-8	2	9	-0.6	-3	-1	94	-4
CCn1cc(CN2CCCC(CO)(Cc3ccc(F)cc3)C2)c2ccccc21 (stereo not given)	-2.2	1	13	3	34	-0.5	7	5	111	-11
C=CCn1c(SC)nnc1-c1ccc2ncccc2c1	-2.7	2	1	-1	3	-0.4	-24	-1	98	-4
COc1ccc(/C=N/n2c(=O)[nH]c3c([nH]c4ccc(Cl)cc43)c2=O)cc1CN1CCCCC1	-0.5	1	-1	2	7	0.8	x	3	108	-11
COc1ccc(CCNC(=O)[C@H](C)N2C(=O)N3CCc4c([nH]c5ccccc45)[C@@]3(C)C2=O)cc1	-0.3	-3	x	1	-3	0.9	-1	0	100	-4
O=C(Oc1cccc(/C=N/NC(=O)c2ccccn2)c1)c1ccc([N+](=O)[O-])cc1	-1.0	-3	0	3	-3	-1.2	-2	8	100	-3
CCOC(=O)C1CCN(S(=O)(=O)c2ccc(NC(C)=O)c(Cl)c2)CC1	-0.2	4	-5	0	17	1.0	2	1	99	-10
CCC(C)c1ccc(OCC(=O)Nc2cccc(C(=O)Nc3ccc(C(=O)O)cc3)c2)cc1 (stereo not given)	-5.6	-7	-1	1	12	0.8	-7	5	123	-9

# The list continues.
molecule	CAL PDZ FP-1	Keap1 Nrf2 FP	NSD2 HMT inh	DAGLB inh	Arrestin-AP2 inh	LANA DNA inh	CAL PDZ FP-2	V-ATPase pHluor	DSG3 Ab inh	RTF Ca sens inh
O=C(O)CN(c1ccccc1)S(=O)(=O)c1cc(C(F)(F)F)cc(C(F)(F)F)c1	-2.4	-1	0	1	3	0.8	0	0	111	8
Cn1ncc(Cl)c1C(=O)NCc1ccc(Cl)cc1	0.0	1	-4	0	1	-1.4	-3	-2	95	-2
Cc1ccc(CNCCCn2cnc3c(OCc4ccccc4)ncnc32)o1	0.1	-5	x	3	0	0.6	-1	1	100	-10
Cc1ccc(S(=O)(=O)/C=C/c2ccccc2)cc1	-0.4	0	-1	-1	4	0.3	-2	3	98	-1
COc1cc(C(=O)NCC2CCCO2)ccc1OCc1ccc(Cl)cc1Cl (stereo not given)	-0.8	-2	-1	-2	-8	-0.3	x	6	81*	-3
CCn1c(SCC(=O)NCc2ccc3c(c2)OCO3)nnc1-c1c[nH]c2ccccc12	-1.8	-5	1	1	-8	-0.8	2	4	104	12
Cc1c(OCC(=O)NCCCN2CCCC2=O)ccc2c3c(c(=O)oc12)CCC3	1.1	1	24	1	-11	-2.1	-2	-2	93	3
Cc1cc(NC(=O)CSc2nc3ccccc3c(=O)n2CCCC(=O)NCc2ccccc2)n[nH]1	-0.4	1	7	2	11	-2.2	-3	-3	104	-2
FC(F)(F)c1cnc(Sc2nnc(-c3cccs3)n2CC2CCCO2)c(Cl)c1 (stereo not given)	-2.2	-4	-2	4	-3	0.6	x	-2	93	-4
COc1ccc([C@H]2CC(=O)C=C(c3cccc4c3Oc3ccccc3S4)C2)cc1	0.0	-4	x	-11	1	0.7	0	0	102	3
CCOC(=O)c1c(C)[nH]c(C)c1C(=O)COC(=O)c1ccc(S(=O)(=O)N(CC)CC)cc1	-0.9	0	5	-1	31	-0.3	-4	-1	96	-3
S=c1[nH]c(-c2ccccc2)cn1/N=C/c1ccncc1	-0.1	-3	0	2	11	-0.1	-10	-3	92	-8

# (list continues)
molecule	CAL PDZ FP-1	Keap1 Nrf2 FP	NSD2 HMT inh	DAGLB inh	Arrestin-AP2 inh	LANA DNA inh	CAL PDZ FP-2	V-ATPase pHluor	DSG3 Ab inh	RTF Ca sens inh
N#Cc1ccc(NC(=O)c2cc(=O)c3ccccc3o2)cc1	-1.6	-5	1	-2	24	0.4	-1	9	x	-8
Cc1cccc(N2CCN(C(=S)NC3CCCCC3)CC2)c1C	0.9	0	0	-5	6	-1.3	8	-2	103	0
O=C(Nc1ccc(N2CCCCC2)c(Cl)c1)c1ccc(N2CCOCC2)c([N+](=O)[O-])c1	0.0	-2	x	11	-6	0.0	-4	2	95	10
CCN(CC)S(=O)(=O)c1ccc(N2CCN(CCO)CC2)nc1	0.0	-5	0	1	10	0.9	-1	-3	104	-23
C/C(=N/NC(=O)CNC(=O)c1cccnc1)c1cccc([N+](=O)[O-])c1	x	-2	0	-3	45	0.1	-3	-2	99	4
COc1ccccc1N1CCN(C2CCN(C(=O)c3cccc(F)c3)CC2)CC1	0.2	-1	59*	-1	22	0.7	-1	-6	108	9
COC(=O)c1cc(NC(=O)CSc2nc(C)cc(=O)[nH]2)cc(C(=O)OC)c1	-0.9	2	0	3	-6	-0.5	-2	4	100	2
O=C(COC(=O)/C=C/c1cccc(F)c1)NC(=O)NC1CCCC1	-0.8	-5	0	-1	33	0.7	2	0	116	-3
N#Cc1nc(-c2ccco2)oc1N1CCN(c2cccc(Cl)c2)CC1	0.1	-3	4	-8	-11	-1.5	-24	-4	89	-5
CCN(CC)C(=O)Cn1c(=O)c2ccccc2n2c(=S)sc(-c3cccc(C)c3)c12	0.5	-2	-1	1	17	1.4	-1	1	109	-4
O=C(N/N=C/c1cccs1)/C(=C/c1ccccc1)NC(=O)c1ccccc1	-3.6	0	-4	1	5	-1.1	-3	5	127	0
CC1=CC(C)(C)N(C(=O)CSc2ncn[nH]2)c2ccc(C)cc21	-1.6	5	0	-3	-25	0.9	2	1	124	-16

# An excerpt from above in order of length of the SMILES, smallest number first:
molecule	CAL PDZ FP-1	Keap1 Nrf2 FP	NSD2 HMT inh	DAGLB inh	Arrestin-AP2 inh	LANA DNA inh	CAL PDZ FP-2	V-ATPase pHluor	DSG3 Ab inh	RTF Ca sens inh
Cn1ncc(Cl)c1C(=O)NCc1ccc(Cl)cc1	0.0	1	-4	0	1	-1.4	-3	-2	95	-2
Cc1cccc(N2CCN(C(=S)NC3CCCCC3)CC2)c1C	0.9	0	0	-5	6	-1.3	8	-2	103	0
CCN(CC)S(=O)(=O)c1ccc(N2CCN(CCO)CC2)nc1	0.0	-5	0	1	10	0.9	-1	-3	104	-23
Cc1cccc(C)c1NC(=O)C(C)Sc1nnc(C)n1CC1CCCO1 (stereo not given)	-2.1	-1	-1	0	-15	3.0	-2	1	102	0
O=C(COC(=O)/C=C/c1cccc(F)c1)NC(=O)NC1CCCC1	-0.8	-5	0	-1	33	0.7	2	0	116	-3
COc1ccccc1N1CCN(C2CCN(C(=O)c3cccc(F)c3)CC2)CC1	0.2	-1	59*	-1	22	0.7	-1	-6	108	9
CCOC(=O)C1CCN(S(=O)(=O)c2ccc(NC(C)=O)c(Cl)c2)CC1	-0.2	4	-5	0	17	1.0	2	1	99	-10
O=C(O)CN(c1ccccc1)S(=O)(=O)c1cc(C(F)(F)F)cc(C(F)(F)F)c1	-2.4	-1	0	1	3	0.8	0	0	111	8
CCC(C)c1ccc(OCC(=O)Nc2cccc(C(=O)Nc3ccc(C(=O)O)cc3)c2)cc1 (stereo not given)	-5.6	-7	-1	1	12	0.8	-7	5	123	-9
O=C(Oc1cccc(/C=N/NC(=O)c2ccccn2)c1)c1ccc([N+](=O)[O-])cc1	-1.0	-3	0	3	-3	-1.2	-2	8	100	-3
COc1ccc(CCNC(=O)[C@H](C)N2C(=O)N3CCc4c([nH]c5ccccc45)[C@@]3(C)C2=O)cc1	-0.3	-3	x	1	-3	0.9	-1	0	100	-4

# Continuation.
molecule	CAL PDZ FP-1	Keap1 Nrf2 FP	NSD2 HMT inh	DAGLB inh	Arrestin-AP2 inh	LANA DNA inh	CAL PDZ FP-2	V-ATPase pHluor	DSG3 Ab inh	RTF Ca sens inh
COc1cc(/C=C2\CCc3ccccc3C2=O)cc(OC)c1OC	-1.4	0	5	1	3	-1.3	-6	3	93	-5
O=C1/C(=C/c2cccnc2)CCc2c1[nH]c1ccccc21	-2.4	-1	4	3	-3	2.0	-3	-2	91	8
NC(=O)c1nnn(-c2nonc2N)c1-c1ccc([N+](=O)[O-])cc1	-1.3	-1	0	1	15	-0.3	x	-2	99	-1
COC(=O)c1ccccc1NC(=O)Cn1c(=O)oc2ccc(Cl)cc21	-4.1	1	-1	0	5	0.0	-2	-1	104	2
O=C(NC(=S)Nc1ccc(Cl)c(C(=O)O)c1)c1cccc(COc2ccccc2)c1	-3.2	-4	12	7	20	1.6	-5	4	104	-3
COC(=O)/C=C\C(=O)Nc1cccc([N+](=O)[O-])c1	-1.9	8	0	2	x	0.3	-2	0	94	3
O=C1C2CCC(C(O)C2)N1Cc1ccccc1 (stereo not given)	x	-5	-5	4	-13	0.9	-8	-14	x	2
COc1ccc(-c2nsc(SCC(=O)Nc3cc(C)on3)n2)cc1	-1.7	0	x	-3	-8	0.4	-5	-1	98	6
Cc1ccc(OCCC(=O)Nc2ccc3c(c2)OCCCO3)cc1	0.1	0	0	-11	0	-0.8	-2	7	97	-7
O=C(CSc1ccc(-c2ccncc2)nn1)N1CCN(c2ccccc2)CC1	-0.9	-9	2	-1	0	0.6	-1	7	116	-7
CC(C)(O)c1[nH]c2cc(C(F)(F)F)ccc2c1C(C)(C)O	0.8	6	x	1	12	-1.2	0	-1	105	-12
Cc1ccc(C)c(OCC(=O)N/N=C/c2ccsc2)c1	x	1	0	-4	-3	-2.8	-4	0	97	2

# Further results follow:
molecule	CAL PDZ FP-1	Keap1 Nrf2 FP	NSD2 HMT inh	DAGLB inh	Arrestin-AP2 inh	LANA DNA inh	CAL PDZ FP-2	V-ATPase pHluor	DSG3 Ab inh	RTF Ca sens inh
Cc1cc(CNC(=O)Cn2nc(C)c([N+](=O)[O-])c2C)c2ccccc2n1	-0.8	-4	0	0	24	1.6	3	-1	115	-7
O=S(=O)(Nc1cccnc1Cl)c1ccc(-c2ccccc2)cc1	-2.0	-7	28	13	-2	1.3	-2	1	109	-26
CC(C)c1cc(C(=O)N2CCCC(Nc3ccc(F)c(F)c3)C2)nc(N)n1 (stereo not given)	-0.1	1	-2	2	2	1.0	2	-1	113	-9
Cc1ccc(S(=O)(=O)Nc2ccc3nc(C)sc3c2)c(C)c1	-0.1	-5	-1	-3	-7	-1.2	0	-4	x	-7
CCN1CCN(C(=O)Nc2cc(Cl)ccc2OC)CC1	-0.1	-4	7	0	-4	1.1	-2	1	103	1
c1cncc(-c2nc3ccccn3c2Nc2ccc3c(c2)OCCO3)c1	1.0	-2	x	0	9	2.3	1	2	109	2
